PTAP TSG101 blk – qHTS Assay for Iinhibitors of HIV-1 Budding by Blocking the Interaction of PTAP/TSG101 | Fluorescence polarization, FITC-PTAP peptide / Tsg101 binding | Potency, µM (titrated, usually from 115 µM), inactives show at the highest dose activity change, negative = inhibition, hits mostly inhibitors | 340,000 tested, under 10 active | AID 493005, 2010; active means well fitted inhibition curve with a large enough effect in the main read-out, with a control signal flat, not every such curve was filed as active; inconclusive means small, poorly fitted or top-dose-only effect, or effect the other way, or a change in a side signal; inactive means no such curve, though single readings can be large or run the other way; further: potency means the concentration at half of the fitted maximal effect; % of control where 0% means no effect
Target sequence (Q99816 whole entry, looked up): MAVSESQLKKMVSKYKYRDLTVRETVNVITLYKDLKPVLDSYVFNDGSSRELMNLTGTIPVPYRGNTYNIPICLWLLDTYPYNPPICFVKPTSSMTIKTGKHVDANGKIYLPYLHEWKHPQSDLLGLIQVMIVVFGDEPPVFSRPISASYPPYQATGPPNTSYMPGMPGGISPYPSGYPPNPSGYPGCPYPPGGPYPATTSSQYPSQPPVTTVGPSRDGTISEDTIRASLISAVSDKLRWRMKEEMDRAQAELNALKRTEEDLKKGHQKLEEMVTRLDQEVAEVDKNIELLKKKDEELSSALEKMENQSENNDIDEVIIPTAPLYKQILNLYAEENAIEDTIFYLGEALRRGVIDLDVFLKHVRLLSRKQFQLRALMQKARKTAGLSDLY
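Compounds were pin-transferred onto Tsg101 binding domain (10 uM final) in HEPES pH 7.5 buffer, then FITC-PTAP peptide was added at 50 nM final. After 20 min at RT, polarization reported peptide displacement across a qHTS concentration series.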
ELG1 genotoxic – qHTS screen for small molecules that induce genotoxicity in human embryonic kidney (HEK293T) cells expressing luciferase-tagged ELG1; AID 504466, 2011; HEK293T ELG1-luciferase reporter, luminescence, 16 h; Potency, µM (titrated, usually from 46 µM), for inactives: at the top dose activity change, positive = activation, usual class: activators; 1.3% of 330,000 active; further: potency means the concentration at half of the fitted maximal effect; % of control where 0% means no effect; nearly all actives have a fitted effect of over 60% in size
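ELG1-luciferase HEK293T cells, 2,000/well; compound pinned in; 16 hr, 37 °C, 5% CO2; ONE-Glo, 30 min RT; luminescence on CCD imager.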
a7 integrin act – qHTS for Activators of Integrin-Mediated Alleviation for Muscular Dystrophy | alpha7betagal myoblasts, beta-gal FDG fluorescence, 48 h | Potency, µM (highest dose often 38.3 µM), without a hit: at the top dose activation, hits mostly activators | 0.064% of 350,000 active;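 further: potency means the concentration at half of the fitted maximal effect; 100% = response of the positive control SU9516; nearly all actives have a fitted effect of over 60% in size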
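Alpha7betagal+/- myoblasts (passage 13) were plated 16-24 hr, then exposed to compounds (1:260 dilution of DMSO stock) for 48 hours at 37C. After MPER lysis, β-galactosidase reporter activity was read as FDG fluorescence (ex 480/em 540) after 30 minutes.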
uPA generation – qHTS for Inhibitors of Cell Surface uPA Generation | 0.31% of 330,000 active | AID 540303, 2011 | Potency, µM (doses to about 38.3 µM), for the others: top-dose activity change, negative = inhibition, actives largely listed as inhibitors | cell surface uPA generation assay, qHTS; active means well fitted inhibition curve with a large enough effect; inconclusive means small, poorly fitted or top-dose-only effect; inactive means no such curve, though single readings can be large or run the other way; tested in mouse RAW 264.7 cells; further: potency means the concentration at half of the fitted maximal effect; on the % scale 0 is the no-effect control and ±100 the full control effect; nearly all actives have a fitted effect of over 55% in size
Eya2 inh – qHTS Assay for Inhibitors of the Phosphatase Activity of Eya2; Protein phosphatase EYA2 (Homo sapiens), O00167; 0.006% of 330,000 active; AID 488837, 2010; Potency, µM (highest dose often 76.9 µM), inactives show at the top dose activity, negative = inhibition, usual class: inhibitors; recombinant Eya2, OMFP fluorescence dephosphorylation (OMFP is methylfluorescein phosphate); further: potency means the concentration at half of the fitted maximal effect; on the % scale 0 is the no-effect control and ±100 the full control effect
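Eya2 (0.2 uM) preincubated 10 min at ambient with compound, then OMFP substrate added at 50 uM; 10 min reaction in 50 mM HEPES pH 7.5, 50 mM NaCl, 5 uM MgCl2, 0.05% BSA, 1 mM DTT. Fluorescence read at Ex 485/Em 525 nm.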
TRPV1 agonist – HTS Assay for Compounds that Act as Agonists of the Vanilloid Receptor 1; AID 540275, 2011; Transient receptor potential cation channel subfamily V member 1 (Homo sapiens), Q8NER1; 0.19% of 320,000 active; activation, % at 8.33 µM; TRPV1-expressing cells, Fluo-8 calcium influx, agonist mode; in the data active means activation above about 80%; inconclusive means between about 30% and that limit; further: 0% is about no effect
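Fluo-8 calcium influx in TRPV1-expressing cells, kinetic read (ex 480/em 520 nm). Compound added and read 3 min for agonist activity, followed by capsaicin at EC20 final and 2 min further read for enhancement.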
USP2a block – qHTS Assay for Inhibitors of Ubiquitin-specific Protease USP2a Using CHOP2 as the Reporter. USP2 core, Ub-CHOP2 coupled fluorogenic reporter, 485/531. Potency, µM (series often up to 38.3 µM), for inactives: at the highest dose activity change, negative = inhibition, hits mostly inhibitors. 0.01% of 330,000 active. AID 463254, 2010;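 further: potency means the concentration at half of the fitted maximal effect; plate controls were DMSO wells for no effect and full inhibition by NEM control for full effect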
Target sequence (O75604 whole entry, looked up): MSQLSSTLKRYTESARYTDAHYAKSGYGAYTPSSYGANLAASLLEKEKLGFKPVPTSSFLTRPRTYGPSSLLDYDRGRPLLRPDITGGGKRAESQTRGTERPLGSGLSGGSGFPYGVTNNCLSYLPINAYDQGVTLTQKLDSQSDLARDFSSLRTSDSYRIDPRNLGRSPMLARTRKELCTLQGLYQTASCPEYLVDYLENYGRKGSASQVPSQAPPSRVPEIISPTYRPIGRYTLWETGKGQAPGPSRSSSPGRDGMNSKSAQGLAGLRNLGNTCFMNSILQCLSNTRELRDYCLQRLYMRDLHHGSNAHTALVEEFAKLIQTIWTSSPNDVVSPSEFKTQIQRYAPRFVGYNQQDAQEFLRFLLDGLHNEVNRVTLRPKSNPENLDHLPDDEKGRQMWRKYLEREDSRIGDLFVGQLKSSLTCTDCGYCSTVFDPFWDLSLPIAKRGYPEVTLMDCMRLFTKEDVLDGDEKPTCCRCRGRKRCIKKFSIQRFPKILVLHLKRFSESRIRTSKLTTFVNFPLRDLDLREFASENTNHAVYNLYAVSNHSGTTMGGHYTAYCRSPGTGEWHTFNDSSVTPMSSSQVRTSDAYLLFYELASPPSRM
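Deubiquitinase activity read as fluorescence (485/531 nm) after Ub-CHOP2 cleavage activates the enterokinase reporter on its substrate; USP2 core 10nM, Ub-CHOP2 and substrate 25nM each, 30min compound preincubation then 60min RT; data normalized to NEM, curves fitted.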
S-ASM inh – Inhibitors of Secretory Acid Sphingomyelinase (S-ASM): qHTS. Sphingomyelin phosphodiesterase (Homo sapiens), P17405. placental ASM, HMU-PC fluorogenic substrate, 60 min. Potency, µM (titrated, usually from 57.5 µM), for the others: at the top dose activity change, negative = inhibition, hits mostly inhibitors. 0.006% of 340,000 active; further: potency means the concentration at half of the fitted maximal effect
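Fluorescence read-out (Ex 386 nm, Em 447 nm) after stopping the reaction at pH 10. Enzyme: ASM from human placenta; substrate HMU-PC0, 9 uM final; 60 min, 37 °C. Compound preincubation 10 min, ambient temperature.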
BRCA1 expr up – qHTS Assay to Identify Small Molecule Activators of BRCA1 Expression; MCF7-BRCA1-FFLuc reporter, luminescence, 48 h; response scale: scaled: vehicle 0%, 10 µM genistein 100%; Potency, µM (highest dose often 46.1 µM), for the others: at the top dose activation, actives largely listed as activators; 1.1% of 380,000 active; AID 624202, 2012; further: potency means the concentration at half of the fitted maximal effect; nearly all actives have a fitted effect of over 80% in size; some results filed as inactive show a strong effect at the top dose
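Luminescence from a BRCA1-driven firefly luciferase in MCF7 cells was the read-out, taken 15 min after substrate addition following 48 h compound exposure at 37 °C. Data were normalized to a 10 microM genistein control and DMSO vehicle.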
p53 reactivator – qHTS assay for re-activators of p53 using a Luc reporter. H1299 p53-A138V BP100-luciferase reporter, luminescence, 24 h. Potency, µM (highest dose often 92.2 µM), inactives show at the highest dose activity change, positive = activation, most hits filed as activators. 0.063% of 320,000 active; further: potency means the concentration at half of the fitted maximal effect; % of control where 0% means no effect; nearly all actives have a fitted effect of over 45% in size
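p53-null H1299 cells stably carrying temperature-sensitive p53-A138V and a BP100-luciferase reporter were pinned with compounds (4-point, 1:5 series) and held 24 hrs at 37 deg C. Luminescence was read 10 min after detection reagent.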
B2AR arrestin – qHTS assay of beta-arrestin-biased ligands of beta2-adrenergic receptor; Beta-2 adrenergic receptor (Homo sapiens), P07550; beta-arrestin recruitment to beta2AR, cell-based reporter; Potency, µM (series often up to 46.1 µM), for inactives: top-dose activation, usual class: activators; 0.02% of 330,000 active; AID 492947, 2010;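 further: potency means the concentration at half of the fitted maximal effect; 0% = DMSO controls and full agonism = EC100 isoproterenol or metaproterenol; nearly all actives have a fitted effect of over 65% in size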
* = called active by the depositor; ? = inconclusive; . = no result given; [ ] = dose if it differs, or a comment. Unless noted, the call rests on the fitted dose curve; in most records, active means well fitted curve in the direction sought with a large enough effect; inconclusive means small, poorly fitted or top-dose-only effect, or another doubt; inactive means no such curve, though single readings can be large; an effect the other way counts as inactive or inconclusive.

canonical_smiles | PTAP TSG101 blk | ELG1 genotoxic | a7 integrin act | uPA generation | Eya2 inh | TRPV1 agonist | USP2a block | S-ASM inh | BRCA1 expr up | p53 reactivator | B2AR arrestin
CCOc1ccc(S(=O)(=O)N2CCOCC2)cc1NC(=O)CSC(=S)N1CCCC1 | 0% | 1% | -5% | 1% | -12% | 9 | 0% | -4% | -8% | -1% | -0.5%
O=C(OCCCN=C1NS(=O)(=O)c2ccccc21)c1cccs1 | -4% | -1% | -3% | 3% | 2% | 4 | 5% | 0% | -5% | -2% | -0.2%
Oc1ccc(N=Nc2n[nH]c(-c3ccc(Cl)cc3)n2)cc1 | -3% | 3% | 6% | -26% | 5% | 16 | -2% | -20% | -10% | 26% | 0.0%
Cc1oc2c(c(C)cc3oc(=O)c(CC(=O)NCCC(=O)O)c(C)c32)c1C | -5% | -2% | 11% | -1% | -9% | -5 | -4% | 180%[activator] | 0% | -5% | -0.3%
CCOC(=O)Cn1nc(C)c(NC(=O)COc2ccc(OC)cc2)c1C | -3% | 2% | -4% | 1% | 12% | 0 | 0% | 3% | 1% | 1% | 0.1%
CC(NC(=O)CCc1nnc(-c2ccc(-c3ccccc3)cc2)o1)c1nc2ccccc2[nH]1 (configuration not stated) | -3% | -8% | . | . | 7% | 5 | -2% | -3% | -58% | -6% | -0.9%
O=C(NCCC1=CCCCC1)c1ccc(Cl)c([N+](=O)[O-])c1 | -6% | 14% | -17% | -9% | -11% | ? | -7% | -1% | 7.9µM* | ? | -0.2%
CC1CC(C)CN(S(=O)(=O)c2cccc3cccnc23)C1 (configuration not stated) | 0% | -6% | 7% | -2% | 16% | . | 1% | 1% | 0% | -3% | -0.8%
CCN(CC(=O)Nc1ccc2c(c1)OCCO2)C(=O)c1ccc(C(F)(F)F)cc1 | 1% | 9% | -7% | 1% | -6% | 6 | 0% | -4% | 12% | ? | 0.3%
CCn1c2c(c(=N)c3c1CCC3)CCCC2 | -6% | -10% | -27% | -5% | -4% | -1 | -1% | -1% | -56% | 1% | -0.4%
COc1ccc(CCNC(=O)COc2ccc(N(C)S(=O)(=O)c3ccc(C)cc3)cc2)cc1OC | -3% | -15% | -8% | 2% | 5% | 0 | 3% | -2% | -44% | 0% | -0.2%
O=C(OCc1ccc(Cl)cc1Cl)c1ccncc1 | -7% | -7% | 26% | 5% | -7% | 1 | -6% | 0% | 3% | 4% | 0.4%
Cc1cc(OCCCC(=O)NCCN2C(=O)S/C(=C\c3cccnc3)C2=O)ccc1Cl | -1% | -6% | -7% | -3% | 1% | 8 | 4% | 2% | -4% | -7% | 0.4%
O=C(Cn1nnc2ccccc21)Nc1ccccc1[N+](=O)[O-] | 0% | 0% | 10% | 9% | 1% | -1 | 1% | -2% | 58% | 0% | -0.1%
CCOC(=O)N1CCC(NC(=O)C2CCCN(C(=O)c3cc4sccc4n3C)C2)CC1 (configuration not stated) | -8% | -19% | 5% | -3% | -17% | -1 | -1% | -1% | -3% | 1% | -0.1%
CCN1CCN(c2nc(C)c3c(n2)CC(C)CC3=O)CC1 (configuration not stated) | -11% | 1% | 5% | 11% | 6% | -2 | 3% | 7% | -1% | 0% | 0.0%
O=S(=O)(Nc1cc(S(=O)(=O)N2CCOCC2)ccc1N1CCOCC1)c1ccc2c(c1)OCCO2 | -4% | -9% | -49%[inhibitor] | -11% | -3% | 4 | 0% | 0% | -3% | ? | -0.5%
CCCCOc1ccc(C(=O)NCC(=O)OCC(=O)c2c(N)n(C)c(=O)n(C)c2=O)cc1 | 0% | 1% | 15% | -3% | 2% | . | 0% | -2% | -11% | -9% | -0.5%
O=C(NCc1ccccc1Cl)C1CCN(S(=O)(=O)N2CCOCC2)CC1 | -5% | 3% | 0% | -12% | 6% | 7 | 1% | -2% | 2% | 1% | -0.2%
Brc1ccc(-c2nc(-c3ccncc3)no2)cc1 | -1% | ? | 39% | 4% | 18% | 2 | 5% | 2% | ? | 25% | 0.0%
N#Cc1cc([N+](=O)[O-])ccc1NCCc1ccccn1 | -5% | 4% | 1% | -4% | -4% | -2 | 2% | -2% | 24% | 3% | -0.2%
CCCCn1c(N)c(N(CCOC)C(=O)CSc2nnc(C)n2-c2ccc(OC)cc2)c(=O)[nH]c1=O | -2% | 15% | 9% | 1% | 6% | 5 | 1% | 122%[activator] | 0% | 11% | 0.6%
COc1ccc(CN(C(=O)Cc2cccs2)C(C(=O)NC2CCCC2)c2ccncc2)cc1 (configuration not stated) | -5% | -2% | -23% | -16% | -6% | 3 | 3% | 0% | 19% | 5% | 0.3%
N/C(Cc1ccc(Cl)cc1)=N\OC(=O)c1ccccc1 | 0% | 2% | 0% | 1% | 10% | 5 | 1% | -4% | 12% | 9% | 0.3%
OC1CCCN(Cc2cccc3ccccc23)C1 (configuration not stated) | -5% | -1% | -2% | -1% | -28% | 1 | -1% | 0% | 6% | 0% | -0.1%
O=C(NNC(=O)C1CCN(S(=O)(=O)c2cccc(Cl)c2)CC1)C1CC1 | -4% | 1% | -1% | -7% | 2% | -1 | 0% | 0% | 1% | 4% | -0.8%
Cc1nc2ccccn2c1C(=O)NNC(=O)Nc1ccccc1 | -5% | 4% | 8% | 0% | 3% | -3 | 2% | -2% | 0% | -8% | -0.2%
CCn1nc(NC(=O)c2ccccc2)c2cc3cccc(C)c3nc21 | -1% | -10% | 5% | 2% | -8% | . | 2% | . | -10% | -3% | -0.6%
CC(=O)NN1C(=O)c2ccc(Oc3ccc4c(c3)C(=O)N(NC(C)=O)C4=O)cc2C1=O | . | 2% | . | . | 11% | -5 | -1% | . | . | 14% | 0.0%
O=C(CN1CCN(Cc2ccccc2Cl)C1=O)NCCCN1CCOCC1 | -1% | 0% | 20% | -9% | -2% | -1 | 1% | 5% | 1% | -4% | -0.6%
COc1nc(OCCNC(=O)Nc2ccccc2)nc(N(C)C)n1 | 0% | 4% | 2% | 4% | 16% | -2 | -7% | -2% | -9% | -3% | -0.6%
CCN(Cc1ccccc1)C(=O)CCc1nc(CN2CCN(C(=O)c3ccc([N+](=O)[O-])cc3)CC2)no1 | -4% | -3% | -13% | -2% | -2% | 1 | 3% | -3% | -17% | -1% | -0.3%
COc1ccc(NC(=O)C2CCCO2)cc1 (configuration not stated) | 2% | 5% | 35% | -7% | -14% | -1 | 0% | 7% | 76% | 2% | -0.7%
CC(O)[C@@H](NC(=O)C1CCC(CNC(=O)[C@H](Cc2ccccc2)NC(=O)OC(C)(C)C)CC1)C(=O)O (some centres not stated) | -13% | -2% | -4% | -6% | ? | -2 | 5% | 2% | 0% | -2% | -0.5%
CCCN1CCCc2cc(CN)ccc21 | ? | -4% | -52%[inhibitor] | -20% | -13% | 1 | 6% | 115%[activator] | -99%[inhibitor] | -22% | -1.2%
CCCCn1c(N)c(N(CCOC)C(=O)CSc2nnc(-c3ccco3)n2CC)c(=O)[nH]c1=O | -6% | 2% | ? | -1% | 3% | . | 2% | 2% | 3% | 8% | 0.4%
CCOC(=O)CC1=C(C(=O)OCC)C(c2cccnc2)C(C#N)=C(N)O1 (configuration not stated) | -4% | 2% | -4% | -3% | 5% | 3 | 0% | 4% | -37% | 7% | -0.4%
COc1ccc(N(CC(=O)N2CCN(Cc3ccccc3)CC2)S(C)(=O)=O)c(OC)c1 | -3% | 0% | -30% | 3% | 5% | 1 | 0% | 5% | 1% | -6% | -2.0%
COc1ccc2c(CC(=O)NCCN3C(=O)S/C(=C\c4cccnc4)C3=O)coc2c1 | 1% | -6% | -8% | -1% | -8% | -5 | -4% | -6% | -33% | 1% | 0.3%
O=C(CN1C(=O)COc2ccccc21)NCCCN1CCN(Cc2ccccc2)CC1 | -6% | -4% | -12% | 2% | 4% | 3 | 0% | 4% | -1% | -3% | -0.2%
CC(=O)Nc1cccc(C(=O)N/N=C/c2ccc(C)o2)c1 | -1% | -1% | 10% | 3% | 12% | -1 | 9% | -3% | 3% | 11% | -0.4%
Cc1ccccc1-n1c(=O)cc(N2CCc3ccccc32)[nH]c1=O | -3% | -9% | -17% | ? | 7% | -2 | 1% | 20% | -16% | -1% | -0.5%

High-throughput results: PubChem BioAssay, National Center for Advancing Translational Sciences (NCATS)
